High-throughput results deposited in PubChem by several laboratories.
PrPC TRFRET: inhibitors of human cell surface prion protein PrPC, primary screen, cell-based, TR-FRET | Major prion protein (Homo sapiens), P04156 | TR-FRET read-out | inhibition, % at 13.8 µM | hit rate 0.43% among 370,000 | AID 720596, 2013; in the data active means inhibition above about 24%; further: 0% = median of the test wells and 100% = reference compound wells
GDH-TPI counter: GDH-TPI coupling enzyme inhibitors, primary screen, artefact control for M. tuberculosis FBA inhibitor project, biochemical, absorbance, full deck; inhibition, % at 4.8 µM; GDH-TPI coupled enzyme counterscreen, NADH absorbance; AID 588335, 2011; hit rate 1.2% among 360,000; in the data active means inhibition above about 30%;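 further: 0% = DMSO wells and 100% = wells lacking the enzyme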
Rv3671c inh: Rv3671c serine protease inhibitors, primary screen, biochemical, fluorescence polarization, M. tuberculosis H37Rv; P9WHR9; inhibition, % at 5.96 µM; hit rate 0.048% among 320,000; AID 2606, 2010; in the data active means inhibition above about 38%;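 further: extracellular domain of Rv3671c used as enzyme; 0% = enzyme with DMSO and 100% = no enzyme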
UGM FP inh: M. tuberculosis UGM enzyme inhibitors, primary screen, biochemical, fluorescence polarization, single point. AID 504406, 2011. inhibition, % at 10 µM. UDP-galactopyranose mutase (Mycobacterium tuberculosis (strain ATCC 25618 / H37Rv)), …. purified UGM, fluorescence polarization probe displacement. hit rate 0.06% among 320,000; in the data active means inhibition above about 10%, passing the limit was not always enough; inconclusive means no clear call, values can overlap the other calls
Target sequence (P9WIQ1 whole entry, looked up): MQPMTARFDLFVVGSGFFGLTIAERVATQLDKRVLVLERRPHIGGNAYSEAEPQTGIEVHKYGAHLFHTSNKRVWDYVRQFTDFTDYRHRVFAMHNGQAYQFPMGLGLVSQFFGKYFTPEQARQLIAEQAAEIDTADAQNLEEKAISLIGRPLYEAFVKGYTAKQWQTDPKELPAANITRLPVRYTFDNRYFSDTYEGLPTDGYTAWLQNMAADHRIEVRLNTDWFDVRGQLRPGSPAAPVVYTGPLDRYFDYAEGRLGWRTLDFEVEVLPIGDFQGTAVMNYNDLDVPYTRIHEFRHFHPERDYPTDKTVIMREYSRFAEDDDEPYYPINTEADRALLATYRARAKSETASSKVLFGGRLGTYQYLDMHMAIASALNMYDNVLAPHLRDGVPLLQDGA
FadD28 binding: inhibitors of FadD28 bisubstrate probe binding, primary screen, biochemical, fluorescence polarization, single point | Mycobacterium tuberculosis FadD28 fatty-acid-AMP ligase | inhibition, % at 12.5 µM | hit rate 0.22% among 360,000; in the data active means inhibition above about 8.5%, passing the limit was not always enough; inconclusive means no clear call, values can overlap the other calls
BioA inh: M. tuberculosis BioA enzyme inhibitors, primary screen, biochemical, plate reader, single point, HTS; inhibition, % at 9.99 µM; hit rate 0.096% among 360,000; AID 602481, 2012; purified M. tuberculosis BioA enzyme; 7,8-diaminopelargonic acid synthase BioA (Mycobacterium tuberculosis); in the data active means inhibition above about 40%; inconclusive means no clear call, values can overlap the other calls
BoNT-F LC inh: BoNT/F light chain protease inhibitors, primary screen, biochemical, flow cytometry, MLPCN library | hit rate 0.22% among 360,000 | Multiplex microsphere protease cleavage assay | AID 588497, 2011 | inhibition, % at 10 µM; in the data active means inhibition above about 35%, passing the limit was not always enough; inconclusive means no clear call, values can overlap the other calls; further: plate controls were buffer without enzyme for full effect and enzyme alone for no effect
MazF activator: activators of E. coli MazEF toxin-antitoxin RNase, primary screen, biochemical, fluorescence, uHTS. FAM/BHQ RNA-DNA oligo cleavage fluorescence, 5 h. activation, % at 20 µM. hit rate 0.32% among 350,000. AID 504720, 2011; in the data active means activation above about 50%
Target sequence (P0AE70 whole entry, looked up): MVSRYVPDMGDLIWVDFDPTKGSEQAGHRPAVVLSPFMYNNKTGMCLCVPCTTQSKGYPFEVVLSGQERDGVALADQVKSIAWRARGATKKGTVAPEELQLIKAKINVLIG
FBA Mtb inh: Mtb FBA enzyme inhibitors, primary screen, biochemical, fluorescence, strain H37Rv; Fructose-bisphosphate aldolase (Mycobacterium tuberculosis (strain ATCC 25618 / H37Rv)), …; purified M. tuberculosis FBA, fluorescence read-out; inhibition, % at 1 µM; hit rate 2.3% among 360,000; AID 588726, 2011; in the data active means inhibition above about 27%;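 further: 0% = vehicle and 100% = reference inhibitor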
Target sequence (P9WQA3 whole entry, looked up): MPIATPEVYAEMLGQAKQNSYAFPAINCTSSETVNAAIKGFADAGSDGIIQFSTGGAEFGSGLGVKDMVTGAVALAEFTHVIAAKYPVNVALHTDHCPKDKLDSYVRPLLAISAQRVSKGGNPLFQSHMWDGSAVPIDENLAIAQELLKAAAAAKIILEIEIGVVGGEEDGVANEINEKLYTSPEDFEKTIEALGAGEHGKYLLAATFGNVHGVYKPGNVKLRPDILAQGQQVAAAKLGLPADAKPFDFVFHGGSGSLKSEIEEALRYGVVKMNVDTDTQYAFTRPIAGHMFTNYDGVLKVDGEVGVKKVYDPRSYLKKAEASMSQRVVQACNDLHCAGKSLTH
Starred values were filed as active, the others as inactive; ? = inconclusive; · = not tested or not shown; & = joins results of further samples. This is a random part of the collection; any-hit rate near 4.8%.

Structure	FBA Mtb inh	UGM FP inh	GDH-TPI counter	MazF activator	Rv3671c inh	BoNT-F LC inh	BioA inh	PrPC TRFRET	FadD28 binding
O=[N+]([O-])c1ccccc1S(=O)(=O)Nc1cccc2cccnc12	·	1.6	·	8	1	·	·	2	·
COc1ccc(S(=O)(=O)Nc2ccc(-n3cnnn3)cc2)cc1[N+](=O)[O-]	-4	-0.1	-12	3	5	-6	-2.4	0	-3.1
Cc1cc2cc3c(=O)[nH]c(=O)cc-3n(CC(O)C(O)C(O)CO)c2cc1C (stereo unspecified)	-5	·	13	-43	·	-5	-0.1	-42	-0.3
CC(C)(O)C#Cc1ccc(C(=O)N2CCCC(CCC(=O)NCc3ccccc3F)C2)cc1 (stereo unspecified)	2	3.4	3	3	6	-3	-0.6	0	0.6
O=C(CCN1c2ccccc2Sc2ccccc21)OCc1nnc(-c2ccccc2)o1	-5	1.0	4	-12	9	-4	-1.7	-5	1.5
Cc1sc2ncnc(Nc3ccc(O)cc3)c2c1C	3	0.2	10	4	-4	3	-0.8	4	1.2
COc1cc(OC)cc(-c2noc([C@H]3C[C@H](O)[C@@H](CO)O3)n2)c1	3	·	13	·	·	-9	-2.5	-6	-5.5
CCc1cccc(C)c1NC(=S)N1CC2CC(C1)c1cccc(=O)n1C2 (stereo unspecified)	1	2.1	9	-2	0	-2	·	3	-0.8
COc1ccccc1CNC(=O)N1CCN(c2ccccc2Cl)CC1	3	0.5	9	3	1	-7	-2.7	-1	·
Cc1ccc(SCc2cc(-c3ccc(Cl)cc3)no2)cc1	11	0.9	2	0	-1	-9	·	1	0.2
CC(=NCCc1c(C)[nH]c2ccc(OCc3ccccc3)cc12)C1=C(O)CC(c2ccccc2)CC1=O (stereo unspecified)	0	-0.3	-2	-4	7	1	·	-4	-4.4
CC(C)(Oc1ccc(C2CC2(Cl)Cl)cc1)C(=O)O (stereo unspecified)	-3	4.8	-4	-9	3	5	-0.5	6	-2.4
COc1cc2nc(=S)n(CCCN3CCOCC3)c(N)c2cc1OC	4	·	6	-5	·	1	·	·	-0.1
Nc1nc(NCC2CCCO2)nc(NCC2CCCO2)c1[N+](=O)[O-] (stereo unspecified)	-1	2.1	-5	-8	-3	-3	·	-1	-4.4
COCCn1c(C)nnc1SCC(=O)Nc1ccccc1[N+](=O)[O-]	2	-1.6	5	-5	0	3	·	-20	0.2
O=C(NCC1CCCO1)c1cc(S(=O)(=O)Nc2ccc(Br)cc2)ccc1Cl (stereo unspecified)	6	-0.9	4	-5	-3	-7	·	-8	0.4
CCCCCCCCCCOC(=O)c1csc2nnsc12	1	0.4	0	-10	-3	-3	-1.9	3	-1.6
CCOc1cc2c(cc1OCC)CN(C(=O)c1cccc(S(=O)(=O)N3CCCC3)c1)CC2	-1	0.0	4	1	3	-2	2.8	4	·
CC1=NN(C(=O)Cc2ccc(C)cc2)C(O)(c2cccnc2)C1 (stereo unspecified)	0	-2.4	2	11	0	-9	1.3	-4	-2.2
CC(C)(C)OC(=O)N1CC(O)CC1C(=O)OCC(=O)c1ccc(Cl)cc1 (stereo unspecified)	-1	0.1	2	5	-5	8	0.3	-4	-2.5
CC(C)Cn1c(N)c(C(=O)COC(=O)c2ccc(O)cc2)c(=O)n(C)c1=O	2	-3.6	-1	-1	60*	-2	·	4	-3.5
Cc1ccn2c(Nc3ccc4c(c3)OCO4)c(-c3ccc(O)cc3)nc2c1	13	-0.6	1	6	20	-4	·	0	-4.6
CC(=O)c1sc(NC(=O)CCS(=O)(=O)c2ccc(Cl)cc2)nc1C	-1	-0.4	15	9	-1	-7	·	9	-1.0
O=C(NCc1cccs1)Nc1cccc(Cl)c1	5	-1.8	5	1	-6	9	-1.2	-12	-1.0
CC(=O)Nc1nonc1NC(=O)CSc1ccccn1	2	-4.1	-6	3	2	-6	-0.2	-6	-0.4
COc1ccc(CC(=O)NC2CCCCCC2)c(OC)c1	-2	-0.1	0	5	-2	-3	-1.4	11	0.4
CC(=O)C1C(c2cccc(F)c2)NC(=O)NC1(O)C(F)(F)F (stereo unspecified)	3	-0.3	-2	-21	-8	3	·	6	-2.0
O=C(O)c1csc(N/N=C/c2ccc(Br)cc2)n1	-2	·	10	-16	·	-2	·	-10	2.1
O=C(O)CSc1nc2ccccc2n1-c1ccccc1	2	-1.8	6	-1	3	-2	·	7	-0.9
Cc1cc(NCC(C)C)n2ncnc2n1	0	1.5	4	-4	1	-8	·	5	-2.7
CC(C)c1ccc(C(=O)CN2C(=O)NC3(CCc4ccccc43)C2=O)cc1 (stereo unspecified)	1	4.4	9	7	-12	3	-1.4	11	2.2
CCOP(=O)(c1ccc(N(C)C)cc1)C(O)c1ccccc1OC (stereo unspecified)	-1	-0.4	-1	-2	-1	5	0.8	-2	-4.4
O=C(O)Cn1c(=O)c(-c2ccccc2)nc2ccccc21	56*	2.2	26	5	3	27	-2.3	-7	-1.6
C(=N\n1cnnc1)/c1ccc(N2CCOCC2)s1	8	-0.1	11	0	-2	-2	0.6	-24	-0.8
Cc1cccc(C)c1N(Cc1ccccc1F)S(C)(=O)=O	8	3.7	3	7	-5	-5	·	-1	-3.4
COc1ccc(CCNC(=O)c2cc(-c3ccccn3)nc3ccccc23)cc1	-2	-3.9	2	12	-1	2	0.4	-11	-4.6

Next part; it opens with the 5 that closed the last part.
Structure	FBA Mtb inh	UGM FP inh	GDH-TPI counter	MazF activator	Rv3671c inh	BoNT-F LC inh	BioA inh	PrPC TRFRET	FadD28 binding
CCOP(=O)(c1ccc(N(C)C)cc1)C(O)c1ccccc1OC (stereo unspecified)	-1	-0.4	-1	-2	-1	5	0.8	-2	-4.4
O=C(O)Cn1c(=O)c(-c2ccccc2)nc2ccccc21	56*	2.2	26	5	3	27	-2.3	-7	-1.6
C(=N\n1cnnc1)/c1ccc(N2CCOCC2)s1	8	-0.1	11	0	-2	-2	0.6	-24	-0.8
Cc1cccc(C)c1N(Cc1ccccc1F)S(C)(=O)=O	8	3.7	3	7	-5	-5	·	-1	-3.4
COc1ccc(CCNC(=O)c2cc(-c3ccccn3)nc3ccccc23)cc1	-2	-3.9	2	12	-1	2	0.4	-11	-4.6
CCOC(=O)c1nn(-c2ccccc2)c2nc(-c3ccc(OC)cc3)c(C#N)c(=O)n12	5	1.5	-2	3	7	-8	-2.7	0	-2.2
CC(C)c1ccc(NC2CCCN(C(=O)CCN3CCCO3)C2)cc1 (stereo unspecified)	4	5.4	-7	-4	-2	6	-4.1	-1	1.1
COc1ccccc1N1CCN(/N=C(\C)c2ccc(O)cc2)CC1	-3	-1.3	20	-19	-3	13	9.6	-8	1.4
COc1ccc(Nc2nc3ccccc3nc2NS(=O)(=O)c2cccs2)cc1	4	5.7	13	-6	3	-5	-4.6	8	-1.5
COc1ccc(NC(=O)N2CCc3ccccc3C2)cc1	-1	-0.4	2	4	·	-4	4.3	-1	0.5
O=C(Nc1ncccc1O)c1ccc(Cl)c(S(=O)(=O)N2CCCCCC2)c1	0	2.8	-9	6	-12	-3	·	-7	-3.5
Cc1nc2ccccc2c(=O)n1CCCn1ccnc1	-5	-0.5	6	1	1	14	1.4	4	-3.4
O=C1CCc2cc(S(=O)(=O)Nc3ccc(F)cc3)ccc2N1	4	-1.4	4	8	-3	?	-0.9	8&9	-0.7
CC1CCc2c(sc(NS(=O)(=O)c3ccccc3)c2C(=O)OC(C)C)C1 (stereo unspecified)	5	0.6	4	-5	4	-4	-1.1	-1	-0.6
Cn1c(Sc2ccc(C(F)(F)F)cc2[N+](=O)[O-])nnc1-c1ccccc1	-1	-1.1	21	3	-2	4	10	-9	-3.2
CCOc1ccc(-n2c(SCC(=O)Nc3nccs3)nnc2-c2ccoc2C)cc1	2	-1.8	11	1	9	5	-0.3	3	-1.1
O=C(Nc1ccccc1)N(Cc1ccccc1)Cc1ccccc1	3	·	4	-6	-5	4	-2.2	-12	-1.2
COC(=O)c1ccc(COc2ccccc2/C=N/NC(N)=O)o1	3	-0.8	10	10	-5	?	-0.1	-7	-1.9
CN1CCN(C(=O)/C=C/c2ccc(Cl)c(Cl)c2)CC1	-2	1.9	-2	2	-3	4	3.7	-1	1.4
COc1ccccc1N1CCN(C(=O)C(C)N(c2ccc(C)c(C)c2)S(C)(=O)=O)CC1 (stereo unspecified)	1	-2.3	7	8	3	0	-0.1	0	0.2
COc1ccc(/C(C)=N/N=C2/NC(=O)CC(C(=O)O)S2)cc1 (stereo unspecified)	2	1.1	16	-9	-5	-6	·	-2	0.9
O=C(CSCc1ccc(Cl)cc1)NCC1CCCO1 (stereo unspecified)	2	2.6	5	2	-1	8	-2.6	2	-3.8
O=C(N/C(=C/c1cccc([N+](=O)[O-])c1)C(=O)N1CCCCCC1)c1ccco1	-2	-0.1	16	-2	-2	1	3.0	-21	-0.7
O=C(/C=C/c1ccccc1)NC(=S)Nc1cccnc1	0	0.5	10	6	-4	-2	-0.1	2	0.2
NC(=O)c1c(NC(=O)C2COc3ccccc3O2)sc2c1CCN(Cc1ccccc1)C2 (stereo unspecified)	6	19*	27	258*	-3	-2	·	-9	-2.1
COc1ccc(NC(=O)c2sccc2C)cn1	-2	1.2	-2	2	9	2	0.5	4	1.3
O=C(CC1COc2ccccc2O1)NCCc1ccccc1 (stereo unspecified)	-2	-2.4	0	-1	1	-5	0.4	0	0.3
CCOC(=O)Cc1cnc(NC(=O)CSc2nc(C)cc(C)n2)s1	-4	2.9	-4	6	-4	4	·	4	-0.7
COc1ccc(OC)c(C(C(=O)NC2CCCCC2)N(C(=O)c2snc(C(N)=O)c2N)c2ccccc2OC)c1 (stereo unspecified)	115*	3.0	26	3	-11	-3	-0.9	-2	-1.9
O=S(=O)(c1cccs1)N1CCC(Cc2ccccc2)CC1	-1	-2.5	-4	3	1	?	-4.2	4	-2.4
O=C(Nc1ccc2nn(-c3ccccc3)nc2c1)c1ccc2c(c1)OCCO2	21	1.3	8	8	-39	-8	-0.5	-1	-2.7
COCc1cc(=O)[nH]c(/N=C(\N)Nc2ccccc2C)n1	-4	-0.4	-7	3	4	1	0.2	2	-2.4
CN(C(=O)c1cccc(C#N)c1)c1nnc(C2CCCO2)s1 (stereo unspecified)	-1	-0.3	1	4	7	-7	-0.4	-3	-1.6
COc1ccccc1N(CC(=O)NCCc1ccccc1)C(=O)CCC(=O)Nc1nccs1	-2	-3.2	-11	4	7	16	-2.2	5	-2.4
COc1ccc(-c2cc(C(F)(F)F)nc(SCC(=O)NCc3cccs3)n2)cc1OC	6	2.1	15	-1	-9	-2	·	0	0.6
Cc1ccc(NC(=O)CCNC(=O)c2ccccc2)cc1F	-3	2.3	2	4	-1	-3	0.2	1	-0.8
Cc1ccc(/C=N\n2c(-c3ccccc3)n[nH]c2=S)s1	0	-1.4	11	-10	-6	-3	-2.8	-9	-4.6
O=C(Cc1ccccc1)NN1C(=O)C2C(C1=O)C1C=CC2C12CC2 (stereo unspecified)	1	1.2	7	4	3	4	-0.6	6	-0.2
